Bioassay records from PubChem BioAssay.
AMA1 RON2 block: qHTS for Inhibitors of AMA1-RON; Towards Development of Antimalarial Drug Lead: Primary Screen; 360,000 compounds, 0.2% hits; Potency, µM (series often up to 58.2 µM), without a hit: top-dose activity change, negative = inhibition, actives largely listed as inhibitors; AlphaScreen AMA1-biotinylated RON2 peptide binding;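 note: potency is the fitted concentration of half-maximal effect; 0% = vehicle wells and -100% = peptide control; nearly all actives have a fitted effect of over 45% in size; some results filed as inactive show a strong effect at the top dose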
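AMA1 (3D7) with his tag at 25 nM final met compounds first, then biotinylated RON2 peptide at 25 nM; detection used donor plus acceptor beads, 10 µg/mL apiece, read by AlphaScreen after 30 min at room temperature.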
Pf growth 48h: Primary qHTS for delayed death inhibitors of the malarial parasite plastid, 48 hour incubation; P. falciparum luciferase growth in erythrocytes, 48 h; Potency, µM (top dose mostly 28.7 µM), inactives show at the highest dose activity change, negative = inhibition, usual class: inhibitors; 310,000 compounds, 5.9% hits; note: potency is the fitted concentration of half-maximal effect; % is set by controls: 0 for no effect and ±100 for the full control effect
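Luciferase-expressing P. falciparum in infected erythrocytes (2% hematocrit, 0.1% parasitemia final) in RPMI 1640/0.5% Albumax were exposed to compound for 48 hours at 37 C, 5% CO2; growth read as luminescence.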
TbPYK inhibitor: qHTS of Trypanosoma Brucei Inhibitors. pyruvate kinase (Trypanosoma brucei), Q57TT1. TbPYK enzyme, Kinase-Glo Plus ATP luminescence, 45 min. Potency, µM (doses to about 76.8 µM), without a hit: at the top dose activity, negative = inhibition, hits mostly inhibitors. 410,000 compounds, 0.12% hits. AID 624173, 2012; note: potency is the fitted concentration of half-maximal effect; % is set by controls: 0 for no effect and ±100 for the full control effect; nearly all actives have a fitted effect of over 50% in size
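Luminescent Kinase-Glo Plus end-point after 45 min room-temperature reaction of T. brucei pyruvate kinase started with 130 uM ADP (final). Buffer TEA 50 mM pH 7.2 with KCl, MgCl2, BSA, Tween-20; titration-based qHTS with fitted concentration-effect curves.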
Pf growth 96h: Primary qHTS for delayed death inhibitors of the malarial parasite plastid, 96 hour incubation; P. falciparum luciferase reporter growth, 96 h; Potency, µM (series often up to 28.7 µM), without a hit: at the highest dose activity change, negative = inhibition, usual class: inhibitors; 320,000 compounds, 6.9% hits; note: potency is the fitted concentration of half-maximal effect; % is set by controls: 0 for no effect and ±100 for the full control effect
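96 h incubation, 37 C, 5% CO2, of luciferase-reporter P. falciparum-infected RBCs (2% hematocrit, 0.05% parasitemia final) with test compounds; endpoint luminescence.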
Cycloheximide cs: Cycloheximide Counterscreen for Small Molecule Inhibitors of Shiga Toxin | cell reporter, cycloheximide protein synthesis inhibition counterscreen | max response, % | 300,000 compounds, 12% hits | AID 2314, 2010; in the data active = max response mostly above about 13%, no sharp cut-off; inactive = mostly below about 14%; note: read at 38.3 µM for the half of the compounds with a filed dose; 0% is about no effect
LmPK inh: qHTS Assay for Inhibitors of Leishmania Mexicana Pyruvate Kinase (LmPK) | Q27686 | Potency, µM (doses to about 57.5 µM), for inactives: at the top dose activity change, negative = inhibition, actives largely listed as inhibitors | purified LmPK, Kinase-Glo ATP luminescence, 1 h | AID 1721, 2009 | 290,000 compounds, 0.37% hits; note: potency is the fitted concentration of half-maximal effect; % is set by controls: 0 for no effect and ±100 for the full control effect
Target sequence (Q27686 whole entry, looked up): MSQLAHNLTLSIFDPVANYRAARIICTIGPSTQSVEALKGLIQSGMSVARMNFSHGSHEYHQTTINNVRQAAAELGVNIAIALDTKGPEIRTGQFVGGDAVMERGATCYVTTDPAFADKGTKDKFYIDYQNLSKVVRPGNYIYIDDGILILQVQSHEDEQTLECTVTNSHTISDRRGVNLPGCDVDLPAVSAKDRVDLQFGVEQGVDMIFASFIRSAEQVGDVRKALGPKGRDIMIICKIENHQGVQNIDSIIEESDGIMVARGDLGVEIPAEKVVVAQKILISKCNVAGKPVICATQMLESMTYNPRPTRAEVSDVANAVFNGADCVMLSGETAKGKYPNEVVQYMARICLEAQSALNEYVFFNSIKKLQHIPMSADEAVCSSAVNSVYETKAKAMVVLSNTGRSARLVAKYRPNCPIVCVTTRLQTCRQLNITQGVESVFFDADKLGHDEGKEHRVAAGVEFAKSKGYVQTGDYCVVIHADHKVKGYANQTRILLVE
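Pyruvate kinase activity monitored as ATP production (luciferase luminescence). Conditions: 0.1 nM enzyme, 0.5 mM PEP, 0.1 mM ADP, 1 h, RT; normalized against uninhibited and no-enzyme wells.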
Shiga inhibitor: A qHTS for Small Molecule Inhibitors of Shiga Toxin | Vero cells, Shiga toxin protein synthesis inhibition reporter | inhibition, % at 38.7 µM | AID 2315, 2010 | 290,000 compounds, 9.2% hits; in the data active = inhibition mostly above about 28%, no sharp cut-off; inactive = mostly below about 43%; note: 0% is about no effect
* = called active by the depositor; ? = inconclusive; / = not tested or not shown; [ ] = another dose, or the depositor's remark. Unless noted, calls come from the whole dose curve; as a rule, active = well fitted curve in the direction sought with a large enough effect; inconclusive = small, poorly fitted or top-dose-only effect, or another doubt; inactive = no such curve, though single readings can be large; an effect the other way counts as inactive or inconclusive.

A first look (10 entries):
The line under a structure holds: Shiga inhibitor	Pf growth 48h	TbPYK inhibitor	Pf growth 96h	LmPK inh	Cycloheximide cs	AMA1 RON2 block
> CCN(CC(=O)Nc1cc(Cl)ccc1C)C(=O)c1ccc(=O)n(Cc2ccccc2)n1
    -13	?	-3%	9.3µM*	5%	2	-6%
> CN(C)S(=O)(=O)c1cc(NC2CC(=O)N(c3ccc(F)cc3)C2=O)ccc1Cl (configuration not stated)
    8	-11%	1%	31%[activator]	4%	5	-1%
> COC(=O)c1cc(S(=O)(=O)Nc2ccc(C)c(F)c2)c[nH]1
    9	-8%	2%	?	3%	1	-1%
> CCn1c(=S)sc2c(=O)n(CC(=O)Nc3cccc(Cl)c3)c(C)nc21
    2	?	-11%	?	1%	-7	10%
> CSCCC(NS(=O)(=O)c1ccc(C)cc1)C(=O)Nc1ccc(C)cn1 (configuration not stated)
    /	-17%	-4%	-12%	/	/	0%
> COC(=O)C1=C(c2ccc(OC)c(OC)c2)C[C@@H]2CC[C@H]1N2C(=O)NCCOc1ccccc1Cl
    /	?	0%	?	/	/	-4%
> COc1ccc(CNS(=O)(=O)c2c(C(=O)N3CCCCCC3)c(C)n(C)c2C)cc1
    -3	-15%	1%	3.3µM*	-1%	-3	-3%
> Cc1cc2c(cc1S(=O)(=O)NCc1ccccc1)NC(=O)CO2
    /	?	-4%	23%	/	/	-6%
> CN(C)S(=O)(=O)n1cc(/C=C(\NC(=O)c2ccccc2)C(=O)NCCN2CCOCC2)c2ccccc21
    -8	?	2%	?	-2%	-6	9%
> Nc1cc(=O)[nH]c(SCC(=O)Nc2ccccc2Sc2ccccc2)n1
    -5	?	2%	?	1%	-2	18%

Results, from the start:
The line under a structure holds: Shiga inhibitor	Pf growth 48h	TbPYK inhibitor	Pf growth 96h	LmPK inh	Cycloheximide cs	AMA1 RON2 block
> CCN(CC(=O)Nc1cc(Cl)ccc1C)C(=O)c1ccc(=O)n(Cc2ccccc2)n1
    -13	?	-3%	9.3µM*	5%	2	-6%
> CN(C)S(=O)(=O)c1cc(NC2CC(=O)N(c3ccc(F)cc3)C2=O)ccc1Cl (configuration not stated)
    8	-11%	1%	31%[activator]	4%	5	-1%
> COC(=O)c1cc(S(=O)(=O)Nc2ccc(C)c(F)c2)c[nH]1
    9	-8%	2%	?	3%	1	-1%
> CCn1c(=S)sc2c(=O)n(CC(=O)Nc3cccc(Cl)c3)c(C)nc21
    2	?	-11%	?	1%	-7	10%
> CSCCC(NS(=O)(=O)c1ccc(C)cc1)C(=O)Nc1ccc(C)cn1 (configuration not stated)
    /	-17%	-4%	-12%	/	/	0%
> COC(=O)C1=C(c2ccc(OC)c(OC)c2)C[C@@H]2CC[C@H]1N2C(=O)NCCOc1ccccc1Cl
    /	?	0%	?	/	/	-4%
> COc1ccc(CNS(=O)(=O)c2c(C(=O)N3CCCCCC3)c(C)n(C)c2C)cc1
    -3	-15%	1%	3.3µM*	-1%	-3	-3%
> Cc1cc2c(cc1S(=O)(=O)NCc1ccccc1)NC(=O)CO2
    /	?	-4%	23%	/	/	-6%
> CN(C)S(=O)(=O)n1cc(/C=C(\NC(=O)c2ccccc2)C(=O)NCCN2CCOCC2)c2ccccc21
    -8	?	2%	?	-2%	-6	9%
> Nc1cc(=O)[nH]c(SCC(=O)Nc2ccccc2Sc2ccccc2)n1
    -5	?	2%	?	1%	-2	18%
> O/N=C/c1cc(Cl)ccc1OCc1ccccc1Cl
    -4	8%	3%	38%	-4%	-4	0%
> CC(NC(=O)C(C)N1C(=O)c2ccccc2C1=O)c1ccccc1 (configuration not stated)
    -5	8%	-2%	-20%	0%	-1	-9%
> O=C(Cn1cc(C(=O)C2CC2)c2ccccc21)Nc1ccc(F)cc1
    -13	-13%	-5%	35%[activator]	2%	-5	-6%
> CCc1cccc(NC(=O)C2CCCN(S(=O)(=O)c3c(C)[nH]c(=O)[nH]c3=O)C2)c1 (configuration not stated)
    -9	3%	4%	-4%	2%	-2	-4%
> CC1C(=O)N2CCCc3cc(NC(=O)COc4ccccc4)cc1c32 (configuration not stated)
    /	0%	-4%	38%[activator]	/	/	-8%
> CC(C)c1csc(CN2CCC(n3nccc3NC(=O)Cc3ccccc3)CC2)n1
    12	-18%	-10%	?	-1%	2	-4%
> O=C(COc1ccc(/C=N/NC(=O)c2ccccc2)cc1)Nc1ccc([N+](=O)[O-])cc1
    22	37%[activator]	1%	32%[activator]	-3%	-2	2%
> COc1ccc(-c2c3c(=O)n(C)c(=O)n(C)c3cn2NC(C)=O)cc1
    -29	-2%	1%	58%[activator]	0%	-6	26%
> CCN1CCN(C(CNS(=O)(=O)c2ccc(OC)cc2)c2cccnc2)CC1 (configuration not stated)
    22	-5%	3%	6%	1%	-4	17%
> OC1CCCCC1N1CCC(c2ccccc2)CC1 (configuration not stated)
    -9	5%	-9%	2%	2%	-2	8%
> COc1ccc(CC(=O)N(Cc2ccccc2)C(C)C)cc1
    -2	-15%	-3%	?	1%	-4	-4%
> O=C1CC2(CCN(C(=O)COc3ccc(F)cc3)CC2)Oc2ccccc21
    /	-9%	2%	-17%	/	/	-5%
> Cc1ccc(C(=O)Cn2nnc(-c3ccccc3)n2)cc1
    82*	38%[activator]	7%	22%	3%	21	-16%
> Cc1cc(=O)oc2cc(OCC(=O)OCC(=O)Nc3ccc4ccccc4c3)ccc12
    5	0%	4%	-3%	1%	10	4%[11.6 µM]
> N#Cc1cccnc1N1CCN(C(=O)c2ccccc2)CC1
    -14	1%	-4%	36%[activator]	5%	-4	36%[activator]
> O=[N+]([O-])c1ccc(OC(F)F)c(/C=N/n2cnnc2)c1
    -2	36%[activator]	9%	0%	1%	2	0%
> CN1CCN(NC(=O)c2cccs2)CC1
    -6	14%	0%	-5%	1%	-1	-10%
> N#Cc1ccccc1CN1C(=O)c2ccccc2S1(=O)=O
    -9	16%	10%	-22%	-7%	1	7%
> Cc1[nH][nH]c(=O)c1C=Nc1ccc(C(F)(F)F)cc1
    -10	?	-14%	-4%	3%	-3	-3%
> O=C(CN1CCOCC1)Nc1ccc2c(c1)OCCO2
    50*	66%[activator]	25%	43%[activator]	-6%	16*	?
> O=C(COCc1cc(-c2ccc3c(c2)OCO3)on1)Nc1cccnc1Cl
    29	43%[activator]	-16%	?	2%	25*	41%[activator]
> COc1ccc(CNC(=O)c2ccc(CNc3c(NC4CCCCC4)c(=O)c3=O)cc2)cc1
    36	14%	1%	?	0%	46*	-8%
> O=C(CC(c1ccccc1)c1ccccc1O)N1CCCCC1 (configuration not stated)
    15	-19%	12%	?	-3%	6	-8%
> O=C(O)c1cc(-c2ccc(-c3c(-c4ccc5c(c4)OCO5)noc3-c3ccsc3)cc2)nc2ccccc12
    61*	2%	-2%	?	-1%	36*	11%
> COc1ccc2nc(SCC(=O)N3CCCCC3)c(C#N)cc2c1
    -3	-4%	-2%	3%	0%	-2	-11%
> Fc1ccccc1C1c2cccn2CCN1C(=S)Nc1cccc(Br)c1 (configuration not stated)
    17	9.3µM*	0%	-27%	12%	1	9%
> CCNc1nc(NC(C)C)nc(N(C#N)CC(=O)OC)n1
    -5	9%	1%	2%	0%	-3	1%
> Nc1nc(-c2cccs2)c(CC(=O)O)s1
    -8	-5%	-14%	23%	0%	6	7%
> Cc1cc(C(=O)COC(=O)c2cccc(S(=O)(=O)N(C)C)c2)c(C)n1CC1CCCO1 (configuration not stated)
    /	49%[activator]	-12%	72%[activator]	/	/	-7%
> OCc1ccccc1O[C@@H]1O[C@H](CO)[C@@H](O)[C@H](O)[C@H]1O
    -2	-1%	5%	43%[activator]	-8%	-3	0%
> COc1ccc(OCC(=O)N(C)Cc2ccccc2)cc1
    33	1%	-8%	10%	-1%	16	-5%
> Cc1ccc(C)c(S(=O)(=O)Nc2ccc(O)c(C(=O)O)c2)c1
    -6	6%	4%	-4%	5%	-1	5%
> COc1ccc(OC)c(NC(=O)COC(=O)Cc2ccc(-c3ccccc3)cc2)c1
    -8	15%	-5%	18%	2%	-8	-13%
> N/C(Cc1ccc([N+](=O)[O-])cc1)=N\OC(=O)COc1ccccc1Cl
    14	12%	-24%	-63%	0%	2	-22%
> COc1ccc(-n2nnc3c(=O)n(Cc4ccccc4C)cnc32)cc1
    -8	0%	0%	?	2%	4	10%
> CCN1CCSc2ccc(C(=O)NCc3cc(Br)ccc3OC)cc21
    -4	-21%	6%	27%	2%	-2	-24%
> CC(C)C[C@H]1CN=C(N(C)C)N1CC1CCCC1
    /	?	3%	?	/	/	10%
> CCOc1ccc(OCC(=O)Nc2ccc(OC)cc2)cc1
    -13	/	1%	6%	4%	9	-10%
> COc1cccc(-c2noc(CCCC(=O)N3CCOCC3)n2)c1
    -8	-1%	1%	22%	1%	16	-5%
> Cc1ccc(-n2cnnn2)cc1Cl
    -14	5%	4%	?	2%	-1	-5%
> NC(=O)c1ccsc1NC(=O)c1cc(=O)c2ccccc2o1
    38	230%[activator]	4%	68%[activator]	-1%	44*	-4%
> Cc1cccc(C(=O)Nc2sc(-c3ccccc3)cc2C(=O)O)c1
    127*	138%[activator]	2%	237%[activator]	0%	46*	9%
> CCCc1[nH]nc2c1C(c1ccc(OC(=O)c3ccco3)cc1)C(C#N)=C(N)O2 (configuration not stated)
    -9	19%	-2%	29%	0%	-1	26%
> CCn1cc(CN2CCN(Cc3ccc(OC)c(C)c3C)C(CCO)C2)c(C)n1 (configuration not stated)
    14	-1%	-2%	?	-1%	-4	9%
> COc1cc2c(cc1OC)C(C(=O)N1CCCC1)C(c1ccccc1F)N(C)C2=O (configuration not stated)
    -6	2%	-6%	-41%	-1%	-2	-5%
> CN(C)c1ccc(/C=C/C#N)cc1
    31*	6%	-18%	10%	4%	9	-3%
> CCCN(CC(=O)Nc1ccc(F)c(F)c1F)C(=O)CCc1nc2ccccc2c(=O)[nH]1
    /	?	-9%	?	/	/	?
> CCNC(=S)N1CCC(n2cnc3ccccc32)CC1
    -4	-2%	-2%	-22%	2%	-6	-5%
> C=CCOc1c(CNn2nnnc2N)cccc1OC
    25	-10%	-4%	?	-1%	-2	-4%
